HCV inh = inhibitors of hepatitis C virus infection; AID 651820; Potency, µM (top dose mostly 41.8 µM), without a hit: at the highest dose activity change, negative = inhibition, usual class: inhibitors; hit rate 3.4% among 340,000; Huh7.5.1 HCVcc-Cre infection, luciferase reporter, 44 h; also: potency is read from the fitted curve at half-maximal effect
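Compounds are dispensed onto cells plated 4 h earlier at 1,000 per well, with HCVcc-Cre virus (about 0.5 moi) added next. Following 44 h of culture, luminescent signal is measured for 15 sec after 15 min with substrate at room temperature.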
FBPA Giardia inh = inhibitors of Giardia lamblia fructose-1,6-bisphosphate aldolase | Potency, µM (highest dose often 59.6 µM), without a hit: top-dose activity, negative = inhibition, hits mostly inhibitors | purified Giardia FBPA | hit rate 0.71% among 290,000 | AID 2451 | A8B2U2; also: potency is read from the fitted curve at half-maximal effect; nearly all actives have a fitted effect of over 55% in size
Target sequence (A8B2U2 whole entry, looked up): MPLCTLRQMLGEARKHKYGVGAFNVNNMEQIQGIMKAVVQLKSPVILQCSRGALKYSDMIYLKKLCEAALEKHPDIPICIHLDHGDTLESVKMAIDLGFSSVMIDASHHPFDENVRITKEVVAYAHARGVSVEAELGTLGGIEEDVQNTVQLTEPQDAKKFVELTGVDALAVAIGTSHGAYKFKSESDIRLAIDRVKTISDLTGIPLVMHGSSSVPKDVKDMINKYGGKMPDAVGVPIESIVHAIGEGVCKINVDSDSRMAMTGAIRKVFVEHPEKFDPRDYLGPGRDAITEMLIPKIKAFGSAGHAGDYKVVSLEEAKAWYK
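40 nM FBPA preincubated 10 min at RT with compound (up to 57.5 uM final), then substrate plus GAPDH/TPI/NAD/arsenate coupling and diaphorase/resazurin added. Fluorescence read after 20 min at RT, 525/598 nm.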
Sm TGR inh = blocks Schistosoma mansoni thioredoxin glutathione reductase; purified TGR, DTNB reduction, TNB absorbance 405 nm; Potency, µM (top dose mostly 114 µM), inactives show at the highest dose activity change, negative = inhibition, usual class: inhibitors; hit rate 3% among 360,000; AID 485364; also: potency is read from the fitted curve at half-maximal effect; nearly all actives have a fitted effect of over 60% in size
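Kinetic colorimetric format: TGR-catalysed, NADPH-driven DTNB reduction monitored via TNB absorbance. Enzyme dispensed at 20 nM; compound exposure 15 min at room temperature before reaction start.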
AMA1 RON2 block = disrupts binding of P. falciparum AMA1 to RON2 | AlphaScreen AMA1-biotinylated RON2 peptide binding | Potency, µM (highest dose often 58.2 µM), for inactives: at the top dose activity change, negative = inhibition, usual class: inhibitors | hit rate 0.2% among 360,000 | AID 720542;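 also: potency is read from the fitted curve at half-maximal effect; 0% = vehicle wells and -100% = peptide control; nearly all actives have a fitted effect of over 45% in size; some results filed as inactive show a strong effect at the top dose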
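AMA1 (3D7) with his tag at 25 nM final met compounds first, then biotinylated RON2 peptide at 25 nM; detection used donor plus acceptor beads, 10 µg/mL apiece, read by AlphaScreen after 30 min at room temperature.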
HCMV antiviral = blocks human cytomegalovirus replication; HFF cells, HCMV-luciferase reporter, 72 h; stronger effect = lower value; AID 1259415; activity change, negative = inhibition, % at 57.5 µM; hit rate 4.5% among 410,000; in the data active = activity change below about -60%; inconclusive = no clear call, values can overlap the other calls; inactive = above about -39%
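Steps: HFFs plated, 16 h 37C; compounds added; HCMV-luciferase added to MOI 1 PFU/cell; 72 h 37C; OneGlo reagent, 5 min room temperature; luminescence read, normalized to controls.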
AmpC detergent = blocks E. coli AmpC beta-lactamase in detergent assay. Potency, µM (titrated, usually from 114 µM), for inactives: top-dose activity change, negative = inhibition, actives largely listed as inhibitors. AmpC hydrolysis of nitrocefin, absorbance 480 nm, 0.01% Triton. hit rate 0.041% among 370,000. P00811. AID 485294;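 also: potency is read from the fitted curve at half-maximal effect; 0% = no-compound wells and -100% = no-enzyme wells; nearly all actives have a fitted effect of over 25% in size; some results filed as inactive show a strong effect at the top dose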
Target sequence (P00811 whole entry, looked up): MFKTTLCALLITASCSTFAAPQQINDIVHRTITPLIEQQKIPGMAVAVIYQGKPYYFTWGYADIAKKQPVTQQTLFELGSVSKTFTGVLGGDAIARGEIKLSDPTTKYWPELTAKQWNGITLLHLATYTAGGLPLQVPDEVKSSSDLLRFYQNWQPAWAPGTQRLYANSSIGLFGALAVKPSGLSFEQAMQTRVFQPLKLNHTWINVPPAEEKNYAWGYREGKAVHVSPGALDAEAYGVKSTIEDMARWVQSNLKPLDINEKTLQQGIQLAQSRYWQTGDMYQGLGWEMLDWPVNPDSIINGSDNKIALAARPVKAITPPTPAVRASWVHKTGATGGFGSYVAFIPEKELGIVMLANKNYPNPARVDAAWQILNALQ
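20 mM phosphate pH 7.0 + 0.01% (detergent screen) or 0.0001% Triton X-100; 5.3 nM AmpC reagent; cpd preinc 15 min RT; nitrocefin (800 uM stock) to start; A480 q20 s × 4 min; Activity was normalised to no-enzyme and no-compound control wells.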
An asterisk follows results filed as active; ? = inconclusive; nt = no result given; & = joins results of further samples; [ ] = dose if it differs, or a comment. Unless noted, calls follow the shape of the dose curve; as a rule, active = well fitted curve in the direction sought with a large enough effect; inconclusive = small, poorly fitted or top-dose-only effect, or another doubt; inactive = no such curve, though single readings can be large; an effect the other way counts as inactive or inconclusive. Unless noted, % is scaled to controls: 0 for no effect and ±100 for the full control effect.

SMILES	HCV inh	FBPA Giardia inh	Sm TGR inh	AMA1 RON2 block	HCMV antiviral	AmpC detergent
O=C(c1ccco1)N(CCCN1CCOCC1)c1nc(-c2ccc(Cl)cc2)cs1	11µM*	-22%	-3%	1%	5	4%
Cc1ccc(S(=O)(=O)c2nc(-c3ccccc3)oc2NCCN2CCOCC2)cc1	4%	-7%	45µM*	21%	40	-11%
CCC(=O)N1CCc2cc(S(=O)(=O)NC(C(=O)NC3CCCc4ccccc43)C(C)C)ccc21 (configuration not stated)	-3%	0%	1%	-1%	3	?
COCC(=O)N(C)[C@H]1C[C@H]2c3cc(N4CCN(C)CC4)ccc3CCN2C(=O)[C@H]1[C@H](C)O	?	nt	nt	10%	21	nt
CCOC(=O)c1sc(=S)[nH]c1C	35%[activator]	nt	nt	41%[activator]	0	nt
CCCCn1c(N)c(N(Cc2ccccc2OC)C(=O)CSCC(=O)Nc2ccc(C)cc2)c(=O)[nH]c1=O	0%	nt	nt	1%[11.6 µM]	-10	nt
CN(CC(=O)Nc1ccccc1Cl)CC(=O)N(C)c1c(N)n(Cc2ccccc2)c(=O)[nH]c1=O	16%	nt	nt	52%[activator]	-18	nt
CCC(=O)Nc1cc(C)c(NC(=O)CCc2ccccc2)cn1	-11%	-5%[12.9 µM]	3%	-2%	-20	?
CN(c1nnc(NC(=O)Nc2ccccc2C(F)(F)F)s1)C1CCCCC1	nt	nt	-2%	nt	15	1%
CC(=O)C1=C(O)C(=O)N(c2ccc(Br)cn2)C1c1ccccc1[N+](=O)[O-] (configuration not stated)	4%	-4%	0%	-4%	97	1%
CC(=O)Nc1cccc(Nc2nc3ccccc3n3c(C)nnc23)c1	nt	nt	9%	nt	-25	21%
O=c1[nH]c2ccccc2c2cn(-c3ccccc3)nc12	7%	-16%	4%	11%	69	-5%
CCOc1ccc(NC(=O)CSc2nc(O)c(C)c(=O)n2-c2ccc(F)cc2)cc1	15%	6%	94%[activator]	-7%	-2	-8%
Cc1cc(N2C(=O)CCC2=O)n(-c2ccccc2)n1	-10%	-2%	1%	12%	77	0%
CCN1CCN(C(c2ccc(F)cc2)c2nnnn2Cc2ccc3c(c2)OCO3)CC1 (configuration not stated)	?	-6%	nt	-2%	-13	-7%
CC1=CC(C)(C(Cl)Cl)C(C)=CC1=O (configuration not stated)	-1%	-7%	2%	-2%	14	-2%
O=c1c2ccccc2sn1-c1cc(S(=O)(=O)N2CCOCC2)ccc1N1CCOCC1	?	?	25µM*	16%	?	?
Cc1ccc(-c2cc3nc4c(c(=O)n3[nH]2)CCCC4)cc1	-2%	nt	nt	12%	72	nt
CCN1C(=NCc2cccc(Cl)c2)N[C@@H](c2cccc(F)c2)C(C(=O)OC)=C1C	-13%	8%&3%	0%&-31%	-3%	-23	?
O=C(O)/C=C/C(=O)Nc1ccc2c(c1)NC(=O)CO2	2%	-23%	-10%	7%	28	5%
O=C(NCC1COc2ccccc2O1)C1CCCN(S(=O)(=O)c2cnc[nH]2)C1 (configuration not stated)	0%	4%	-4%	-6%	-32	?
C[C@H](N=C1NS(=O)(=O)c2ccccc21)C(=O)OCc1cc([N+](=O)[O-])cc2c1OCOC2	-24%	-1%	12%	3%	0	-14%
Cc1ccc(OCc2n[nH]c(=S)n2-c2ccc(C)cc2)cc1	4%	-1%	0%	103%[activator]	-9	-2%
Cc1ccc(S(=O)(=O)NCCOC(=O)Nc2sc(=S)n(C)c2C)cc1	?	-10%	11µM*	6%	-32	-6%
O=C(N/N=C/c1ccccc1)c1cccc2ccccc12	-6%	nt	nt	7%	-20	nt
COc1ccccc1OCc1nnc(SCC(=O)N2CCCCC2)o1	-1%	7%	1%	-6%	-2	-9%
CC(/C=N/n1c(-c2cc(C)[nH]n2)n[nH]c1=S)=C\c1ccco1	21%	2.5µM*	13µM*	95%[activator]	14	-2%
O=C(Nc1ccccc1C(=O)N1CCCCC1)c1cccs1	-4%	nt	-1%	-9%	108	-7%
C[C@@H]1COC(=O)[C@H](NC(=O)OCC2c3ccccc3-c3ccccc32)C/C=C\C[C@@H](CC(=O)N[C@H](CO)Cc2ccccc2)C(=O)N1	?	nt	nt	0%	-23	nt
CC1/C(=N/O)CC(c2ccco2)NC1c1ccco1 (configuration not stated)	14%	4%	-16%	0%	-30	-9%
Cc1ccc(Sc2nc(C)cc(C)c2S(C)(=O)=O)cc1	-22%	3%	3%	-2%	-23	-2%
COCCCNC(=O)c1cn(C)c(=O)c2cc(OC)c(OC)cc12	9%	-2%	12%	3%	-26	-14%
COc1ccc(CNC(=O)C(C)OC(=O)c2cccs2)cc1 (configuration not stated)	17%	-3%	-4%	0%	8	?
CNC(=O)C(=O)Nc1cc2c3c(c1)C(C)C(=O)N3CCC2 (configuration not stated)	-1%	nt	-6%	30%	-4	-4%
COc1ccc(N2CCN(C(CNC(=O)C(=O)NCC3CCCO3)c3ccco3)CC2)cc1 (configuration not stated)	-5%	0%	-16%	-18%	-14	?
CC1CN(C)C(C)C/C1=N/Oc1ccccc1[N+](=O)[O-] (configuration not stated)	?	-28%	0%	6%	-23	6%
Cc1ccccc1SCC(=O)OCC(=O)Nc1sccc1C(N)=O	11%	-24%	-17%	0%[11.6 µM]	-14	-11%
COC(=O)c1ccc(NC(=S)N2CCC(C(N)=O)CC2)cc1	5%	-5%	0%	-6%	-23	0%
O=C(CN1C(=O)NC2(CCOc3ccccc32)C1=O)NCCc1ccc(F)cc1 (configuration not stated)	-4%	nt	nt	-1%	10	nt
O=C(CN1c2ccccc2Sc2ccccc21)NNC(=O)Nc1ccc(Cl)cc1	?	0%	8%	58%[activator]	-36	1%
Cc1ccc(C)c(N2N=C(C(=O)OCc3nnc(-c4cccs4)o3)CCC2=O)c1	16%	nt	1%	-6%	-37	-2%
COc1ccc(-n2c(N)c(-c3nc4ccccc4n3C)sc2=S)cc1	-16%	-6%	-19%	82%[activator]	-7	-4%
COc1ccc(OC)c(NC(=O)c2cc(-c3cc(C)ccc3O)n[nH]2)c1	-33%	7%	4%	3%	-2	5%
O=C(Cn1ncn2c(cc3cc(F)ccc32)c1=O)N1CCC2(CC1)OCCO2	8%	nt	4%	-10%	-8	1%
COc1ccc(C(=O)NCCc2sc(-c3cccc(F)c3)nc2C)cc1	nt	nt	-1%	nt	-9	-3%
CCOC(=O)[C@H]1[C@H]2COc3ccc(Cl)cc3[C@@H]2N2C(=O)CN(Cc3ccccc3)C(=O)[C@@]12C	?	nt	1%	-4%	12	5%
CCc1nnc(NC(=O)CCC(=O)N2CCN(CCOc3ccc(C)cc3)CC2)s1	?	2%	-21%	-14%	-20	-26%
CC[C@]12c3[nH]c4ccc(Cl)cc4c3CCN1C(=O)[C@@H](CC(=O)NCc1ccco1)C[C@@H]2C(=O)N1CCN(C(=O)c2ccco2)CC1	?	nt	nt	-12%	15	nt

The list goes on (4 carried over from the part before).
SMILES	HCV inh	FBPA Giardia inh	Sm TGR inh	AMA1 RON2 block	HCMV antiviral	AmpC detergent
COc1ccc(C(=O)NCCc2sc(-c3cccc(F)c3)nc2C)cc1	nt	nt	-1%	nt	-9	-3%
CCOC(=O)[C@H]1[C@H]2COc3ccc(Cl)cc3[C@@H]2N2C(=O)CN(Cc3ccccc3)C(=O)[C@@]12C	?	nt	1%	-4%	12	5%
CCc1nnc(NC(=O)CCC(=O)N2CCN(CCOc3ccc(C)cc3)CC2)s1	?	2%	-21%	-14%	-20	-26%
CC[C@]12c3[nH]c4ccc(Cl)cc4c3CCN1C(=O)[C@@H](CC(=O)NCc1ccco1)C[C@@H]2C(=O)N1CCN(C(=O)c2ccco2)CC1	?	nt	nt	-12%	15	nt
COC(=O)/C=C\C(C#N)(C#N)N=Cc1ccc(OC)cc1	?	nt	nt	-2%	-17	nt
O=C(N/N=C/c1c(O)n(C2CCCCC2)c(=S)[nH]c1=O)c1ccccc1	-24%	25%	-30%	98%[activator]	0	-12%
CCCCN1C(=O)C2C(c3ccc(OC)cc3O)NC(CC(C)C)(C(=O)O)C2C1=O (configuration not stated)	-4%	-17%	0%	146%[activator]	18	?
Cc1ccc(-c2cc3ccccc3nc2N2CCOCC2)cc1	10µM*	7%	-2%	0%	-29	1%
COc1ccccc1N1CCN(S(=O)(=O)c2ccc3c(c2)oc(=O)n3C)CC1	-2%	11%	-9%&12%	-1%	-21&-10	-8%&1%
Cn1c(-c2ccc(CN3CCCCC3)o2)nc2ccccc21	10%	-1%	?	-4%	192	?
COc1cc2c(cc1OC)C(c1ccc([N+](=O)[O-])cc1)N(C(C)=O)CC2 (configuration not stated)	-12%	6%	0%	-6%	46	?
O/N=C\c1ccccc1Oc1ccc(F)cc1	-8%	-3%	nt	4%	-30	3%
C#CCSc1nnc(-c2ccc([N+](=O)[O-])cc2)o1	14%	-5%	?	-5%	-28	?
COCC1CCCCN1C(=O)c1ccc2nc(Cc3ccc(OC)c(OC)c3)oc2c1 (configuration not stated)	?	nt	1%	-15%	-22	8%
CC1CCn2c(nc3cc(C(=O)NCCc4ccc(Cl)cc4)ccc32)C1 (configuration not stated)	nt	nt	0%	nt	6	0%
COc1ccc(S(=O)(=O)NC(C)C(=O)NCc2ccncc2)cc1OC (configuration not stated)	-1%	15%	-2%	-3%	17	-6%
Cc1occc1C(=O)N1CCCC(CO)(Cc2ccc(F)cc2F)C1 (configuration not stated)	15%	nt	-21%	13%	-7	3%
CCCNS(=O)(=O)c1ccc(OCC(=O)N2CCOCC2)cc1	-2%	4%	6%	-3%	62	?
CC1CCCN(c2nc3c(c(=O)[nH]c(=O)n3C)n2CCSc2nc3ccccc3o2)C1 (configuration not stated)	19%	-1%	2%	-8%	1	-4%
COc1ccc(C(=O)CC(=O)C(=O)Nc2ccc(C)c(Cl)c2)cc1	-2%	-16%	-19%	108%[activator]	-7	-8%
COc1ccc(C(=O)CN2CCN(c3ccc(F)cc3)CC2)cc1	2%	-3%	0%	-9%	27	-14%
COC(=O)c1cc(NC(=O)c2oc(=O)c3ccccc3c2-c2ccccc2)cc(C(=O)OC)c1	nt	nt	-1%	nt	22	2%
COc1ccc(C2(c3ccc(OC)cc3)NC(=O)N(CC(=O)Nc3ccccc3)C2=O)cc1	?	-4%	2%	1%	57	-1%
COc1ccccc1N(CC(=O)N(C)Cc1ccccc1)S(=O)(=O)c1cccs1	-28%	nt	-2%	11%	-20	0%
COc1ccc(CCNC(=O)CCCCCn2c(SCC(N)=O)nc3cc4c(cc3c2=O)OCO4)cc1OC	?	0%	14%&7%	6%	-32&66	1%&9%
O=C(CC1C(=O)NCCN1CC1CCCCC1)NCc1ccccc1Cl (configuration not stated)	9%	-1%	-27%[57.1 µM]	-6%	52	0%
Cc1[nH]nc2c1C(c1ccc(O)cc1)C1=C(CC(C)(C)CC1=O)N2 (configuration not stated)	32%[activator]	0%	8%	9%	-3	-8%
COC(=O)c1cc(C(=O)OC)cc(S(=O)(=O)Nc2ccc(Cl)c(N)c2)c1	-9%	1%	-3%	2%	79	?
COc1ccc(S(=O)(=O)N2CCC(C(=O)N3CCCC3)CC2)cc1Cl	-3%	4%	-7%	-7%	13	?

Compound activity deposited in PubChem by National Center for Advancing Translational Sciences (NCATS).
